Compound activity (PubChem BioAssay)
p97 inhibitor = inhibitors of human p97 ATPase, primary screen, biochemical; inhibition, % at 8 µM; actives 0.42% (n = 220,000); Transitional endoplasmic reticulum ATPase (Homo sapiens), P55072; AID 1481, 2009; recombinant p97 ATPase, Kinase-Glo ATP luminescence, 3 h; in the data active = inhibition above about 15%;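 also: 0% = DMSO vehicle and 100% = wells lacking enzyme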
TbHK1 inh = Trypanosoma brucei hexokinase 1 inhibitors, primary screen, biochemical, G6PDH-coupled NADH absorbance, MLSCN library. hexokinase 1 [Trypanosoma brucei]. recombinant TbHK1, G6PDH-coupled NADH A340. inhibition, % at 10 µM. actives 0.11% (n = 220,000). AID 1430, 2008;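 active = inhibition of 50% or more in the single-dose primary screen; inactive = inhibition below 50%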
p47phox inh = p47phox/p22phox peptide binding inhibitors, primary screen, biochemical, uHTS, NADPH oxidase regulatory subunit. Neutrophil cytosol factor 1 (Homo sapiens), P14598. fluorescence polarization, 2 h. inhibition, % at 24.7 µM. actives 0.53% (n = 220,000);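 active = inhibition above about 30%, limit read from the data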;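 also: 0% = p47phox with labelled peptide and 100% = labelled peptide alone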
Target sequence (P14598 whole entry, looked up): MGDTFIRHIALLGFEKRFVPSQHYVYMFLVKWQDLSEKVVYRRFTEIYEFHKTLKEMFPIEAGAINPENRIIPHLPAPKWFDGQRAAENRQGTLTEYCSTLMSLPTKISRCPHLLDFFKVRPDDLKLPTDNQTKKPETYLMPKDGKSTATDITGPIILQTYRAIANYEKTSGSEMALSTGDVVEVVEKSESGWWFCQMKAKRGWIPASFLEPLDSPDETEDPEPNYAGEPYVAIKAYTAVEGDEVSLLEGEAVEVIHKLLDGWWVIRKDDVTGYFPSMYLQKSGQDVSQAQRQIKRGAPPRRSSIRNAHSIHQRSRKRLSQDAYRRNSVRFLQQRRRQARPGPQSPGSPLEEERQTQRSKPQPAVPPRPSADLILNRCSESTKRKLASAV
PPC-1+TRAIL kill = compounds killing PPC-1 cancer cells with TRAIL present, primary screen, TRAIL potentiator project, ATPLite luminescence, uHTS; PPC-1 cells + TRAIL, ATPLite viability luminescence; cell killing (% activity), % at 4 µM; actives 0.41% (n = 220,000); AID 1443, 2008;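 active = cell killing above 50% in the first pass at 4 µM, then a duplicate retest at 5 µM averaging 50% or more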;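 also: plate controls were cells with TRAIL plus DMSO for no effect and medium-only wells lacking cells for full effect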
Furin inh = human furin inhibitors, primary screen, biochemical, fluorescence intensity | AID 463115, 2010 | purified furin, fluorogenic substrate cleavage | inhibition, % at 30 µM | P09958 | actives 0.061% (n = 220,000); in the data active = inhibition above about 25%; also: inactives centre near -15
EP2 antag = human EP2 receptor antagonists, primary screen, TR-FRET cAMP, C6 glioma cells; Prostaglandin E2 receptor EP2 subtype (Homo sapiens), P43116; C6 glioma cells expressing human EP2; cells stimulated with saturating PGE2; inhibition, % at 25 µM; actives 0.52% (n = 260,000); AID 1422, 2008;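 active = percent inhibition above 40 after rounding to a whole number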;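 also: rat C6 glioma host cells with rolipram phosphodiesterase inhibitor present; the protocol text gives 20 µM as final concentration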
Target sequence (P43116 whole entry, looked up): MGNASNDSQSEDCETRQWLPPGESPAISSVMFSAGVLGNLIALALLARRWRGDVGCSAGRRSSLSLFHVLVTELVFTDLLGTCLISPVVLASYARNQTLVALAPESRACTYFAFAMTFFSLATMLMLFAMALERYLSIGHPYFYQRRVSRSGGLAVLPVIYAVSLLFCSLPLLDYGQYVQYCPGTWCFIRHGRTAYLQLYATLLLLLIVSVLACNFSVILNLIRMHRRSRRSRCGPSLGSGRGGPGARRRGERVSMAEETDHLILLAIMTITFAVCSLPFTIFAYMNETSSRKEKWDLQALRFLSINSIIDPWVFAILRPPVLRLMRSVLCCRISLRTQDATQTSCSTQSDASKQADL
BaF3 parental = parental Ba/F3 cell viability inhibition, counter-screen for JAK2V617F inhibitor project, murine pro-B, CellTiter-Glo luminescence. CellTiter-Glo ATP luminescence. inhibition, % at 5.6 µM. actives 1.1% (n = 220,000);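 active = inhibition above a per-campaign cutoff, the mean inhibition of all tested compounds plus 3 SD, cut at about 27% in these data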;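 also: 0% = DMSO wells and 100% = JAK Inhibitor I control wells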
Ba/F3 V617F tox = reduced viability of JAK2V617F-dependent Ba/F3 cells, primary screen, JAK2V617F inhibitor project, cell-based, Ba/F3 EpoR-JAK2V617F, luminescence | AID 1446, 2008 | inhibition, % at 5.6 µM | actives 1.1% (n = 220,000) | ATP luminescence;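 active = inhibition above the campaign mean plus 3 SD over all tested compounds, cut at about 24% in these data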;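 also: cytokine-independent growth of Ba/F3 cells driven by EpoR plus mutant JAK2; 0% = DMSO-treated cells and 100% = JAK inhibitor I control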
RBBP9 inh = human RBBP9 inhibitors, primary screen, biochemical, fluorescence polarization, FP-Rh probe, HTS; Serine hydrolase RBBP9 (Homo sapiens), O75884; recombinant RBBP9; inhibition, % at 7.94 µM; actives 0.2% (n = 220,000);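 active = inhibition above the campaign mean of all tested compounds plus 3 SD, cut at about 14% in these data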;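 also: plate controls were DMSO wells with RBBP9 for no effect and wells lacking RBBP9 protein for full effect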
Target sequence (O75884 whole entry, looked up): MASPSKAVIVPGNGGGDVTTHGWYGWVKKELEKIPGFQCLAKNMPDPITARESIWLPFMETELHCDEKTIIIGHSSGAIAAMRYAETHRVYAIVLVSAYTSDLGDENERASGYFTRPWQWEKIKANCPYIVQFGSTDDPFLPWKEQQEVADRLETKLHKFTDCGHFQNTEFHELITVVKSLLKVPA
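Controls: DMSO-treated enzyme wells and wells lacking RBBP9 | Material: RBBP9 protein | Technique: Fluorescence polarization | Replication: Single well per compound, no replicates | Buffer or medium: Tris-NaCl-Pluronic buffer, pH 8.0 | Timing: 30 min compound preincubation, 45 min probe labeling, 25 °C | Read-out basis: Percent inhibition from mP, scaled between DMSO and no-protein wells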
An asterisk follows results filed as active; nt = not tested or not shown; & = joins results of further samples; [ ] = another dose, or the depositor's remark.

The line under a structure holds: p97 inhibitor	TbHK1 inh	p47phox inh	PPC-1+TRAIL kill	Furin inh	EP2 antag	BaF3 parental	Ba/F3 V617F tox	RBBP9 inh
- Nc1ccn(-c2ccccc2)c(=O)c1
 : 3	-1	-6	0	-7	14	-1	-6	5
- COc1ccc(C(=O)CSc2cc(C)nc(SCC(=O)c3ccc(C)cc3)n2)cc1
 : -2	7	-3	15	-11[20 µM]	9	6	4	-8
- Cc1nsc(N)c1C(=O)O
 : 6	-1	-6	3	-4	8	2	-1	2
- COc1ccc(-n2nnnc2-c2cccc(OC)c2)cc1
 : -6	1	-5	1	-13[20 µM]	10&13	71*	78*	-7
- O=C(CC1(O)C(=O)N(CN2CCOCC2)c2ccccc21)c1ccccc1 (stereo unspecified)
 : 1	-2	-10	14	2[20 µM]	4	7	7	5
- O=C1/C(=C/c2ccco2)CCc2ccccc21
 : 1	-1	-6	9	-17	8	3	-1	13
- COc1ccc(Nc2nc(C(F)(F)F)nc(C)c2C#N)cc1
 : 5	-2	-3	12	-4	7	9	1	-6
- Cc1cc(C)c(C#N)c(SCc2cn3ccccc3n2)n1
 : -9	4	0	68*	-12	2	8	3	-18
- COc1cccc(C2c3[nH]c4ccccc4c3CCN2Cc2ncc[nH]2)c1 (stereo unspecified)
 : 3	-2	-33	17	-14	6	2	1	-11
- CC1CCCCN1CCNC(=O)c1cnn2ccccc12 (stereo unspecified)
 : -14	-4	-18	0	-10	10	7	3	-6
- O=[N+]([O-])c1ccc(CSc2ccc(-c3ccccn3)nn2)cc1
 : 0	9	-6	1	-16	7	6	4	-1
- COc1ccc(/C=N/N=C2/NC(=O)C(CC(=O)NC(N)=O)S2)cc1 (stereo unspecified)
 : -1	-36	nt	-28	-17	6	3	1	6
- O=C(O)CN1CCN(Cc2ccc(F)cc2Cl)C1=O
 : 0	-4	-10	nt	-16	7	1	-2	-8
- Cc1cc(C)nc(NS(=O)(=O)c2ccc(NC(=O)c3ccc4c(c3)OCCO4)cc2)n1
 : 3	1	0	13	-18	7	4	-2	-1
- Cc1cc(-c2ccco2)n(CC(=O)NCc2ccccc2)n1
 : 2	-11	6	29	-37	7	3	0	-5

A run of entries from the list above:
The line under a structure holds: p97 inhibitor	TbHK1 inh	p47phox inh	PPC-1+TRAIL kill	Furin inh	EP2 antag	BaF3 parental	Ba/F3 V617F tox	RBBP9 inh
- Nc1ccn(-c2ccccc2)c(=O)c1
 : 3	-1	-6	0	-7	14	-1	-6	5
- COc1ccc(C(=O)CSc2cc(C)nc(SCC(=O)c3ccc(C)cc3)n2)cc1
 : -2	7	-3	15	-11[20 µM]	9	6	4	-8
- Cc1nsc(N)c1C(=O)O
 : 6	-1	-6	3	-4	8	2	-1	2

(cont.)
The line under a structure holds: p97 inhibitor	TbHK1 inh	p47phox inh	PPC-1+TRAIL kill	Furin inh	EP2 antag	BaF3 parental	Ba/F3 V617F tox	RBBP9 inh
- COc1ccc(/C=N/c2oc(-c3ccccc3)cc2C#N)cc1OC
 : -2	-6	-19	10	-19[20 µM]	12	-2	-4	-3
- COc1cc(/C=C2/S/C(=N/S(=O)(=O)c3ccccc3)NC2=O)c([N+](=O)[O-])cc1OC
 : 0	-28	-13	12	0[20 µM]	11	0	-3	-4
- COC(=O)c1cc(NC(=S)N2CCN(C(=O)C3CCCO3)CC2)cc(C(=O)OC)c1 (stereo unspecified)
 : 0	-11	nt	-6	-38	6	3	1	21*
- CCOc1ccc(NC(=O)CNC(=O)c2ccc([N+](=O)[O-])cc2)cc1
 : 3	5	0	16	-21	9	8	1	4
- Cc1nn(C(C)C(=O)O)c(C)c1[N+](=O)[O-] (stereo unspecified)
 : 3	-8	-5	25	-18	5	0	-5	-6
- CC1=NOC(=O)/C1=C\c1ccccc1
 : 12	-3	1	6	-23	7	-2	-5	15*
- CCOC(=O)N1CCN(C(=O)c2nc3ccccc3s2)CC1
 : 5	-6	2	12[5 µM]	-17[20 µM]	19	-1	6	6
- COc1cccc(C(=O)CN2CCN(S(=O)(=O)c3cccc([N+](=O)[O-])c3)CC2)c1
 : 3	-4	0	10	-14	8	9	3	-5
- COc1ccc(-n2c3nc4ccccc4nc3c3c(=N)oc(C)nc32)cc1
 : 3	-11	-12	37	-10	22	4	-1	1
- CCOC(=O)/C(C#N)=C1\SS/C(=C(/C#N)C(=O)OCC)S1
 : 2	-33	3	-3	9	4	-3	-2	4
- Cn1cc(P(=S)(N2CCOCC2)N2CCOCC2)cc1P(=O)(N1CCOCC1)N1CCOCC1
 : -3	-1	5	-4	-21	8	-2	3	-4
- O=C(NC12CC3CC(CC(C3)C1)C2)c1ccc(-c2cccc(Cl)c2)o1
 : 0	-2	-25	6	-10	7	6	-1	-1
- CC(=O)Nc1cccc(/C(C)=N\NC(=O)c2ccc(Cn3nc([N+](=O)[O-])c(Cl)c3C)o2)c1
 : 1	-11	-10	1	-10	6	2	1	-7
- CCN(CCCNC(=O)C1CCN(S(=O)(=O)N2CCOCC2)CC1)c1cccc(C)c1
 : -2	1	-1	-3	-17	10	2	2	-3
- COc1ccc(CN(CC2CCC(C(=O)O)CC2)C(=S)Nc2cc(C)ccc2C)cc1 (stereo unspecified)
 : 0	-7	-13	11	-15	8	6	3	-7

Taken from above.
In BaF3 parental, CCOC(=O)N1CCN(C(=O)c2nc3ccccc3s2)CC1 shows -1
In Ba/F3 V617F tox, COc1ccc(-n2c3nc4ccccc4nc3c3c(=N)oc(C)nc32)cc1 shows -1
In RBBP9 inh, CCOc1ccc(NC(=O)CNC(=O)c2ccc([N+](=O)[O-])cc2)cc1 shows 4
In EP2 antag, COc1ccc(/C=N/c2oc(-c3ccccc3)cc2C#N)cc1OC shows 12
In PPC-1+TRAIL kill, CC1=NOC(=O)/C1=C\c1ccccc1 shows 6
In PPC-1+TRAIL kill, O=C(NC12CC3CC(CC(C3)C1)C2)c1ccc(-c2cccc(Cl)c2)o1 shows 6
In RBBP9 inh, COC(=O)c1cc(NC(=S)N2CCN(C(=O)C3CCCO3)CC2)cc(C(=O)OC)c1 (stereo unspecified) shows 21*

Next section:
The line under a structure holds: p97 inhibitor	TbHK1 inh	p47phox inh	PPC-1+TRAIL kill	Furin inh	EP2 antag	BaF3 parental	Ba/F3 V617F tox	RBBP9 inh
- CCc1cccc(C)c1NC(=S)N(CCN(C)C)C(C)c1ccco1 (stereo unspecified)
 : 4	-1	-10	21	-33	2	-5	-1	1
- Cc1cc2cc(CNC(=O)c3ccc4c(c3)OCO4)ccc2n1C
 : 13	5	9	9	-18	8	1	-3	3
- O=C1/C(=C/c2cccs2)Cc2ccccc21
 : -7	-18	6	-5	-2	5	5	4	-12
- COCCOn1c(SCCOC)nc2ccccc2c1=O
 : 1	-1	-2	3	-24	2	2	1	-7
- CCN(c1ccccc1)S(=O)(=O)c1ccc(OC)c(NC(=O)CN(C)C)c1
 : 2	-1	2	-1	-20	5	33*	12	-1
- Cc1ccc(/C=C/C(=O)OCC(=O)Nc2cccc(S(=O)(=O)N(C)C)c2)o1
 : 4	-26	-10	17	-1	8	2	-1	-8
- CCOC(=O)c1c(NC(=O)COc2ncnc3ccccc23)sc(C)c1CC
 : -8	-2	-49	14	-4	4	5	4	-3
- O=C(NCc1n[nH]c(=S)n1-c1ccccc1)c1ccco1
 : 5	-2	-3	17	-12[20 µM]	8	1	-2	-9
- Nn1c(SCCOc2ccccc2)nnc1-c1cccnc1
 : 3	-5	-13	4	-13	6	11	1	-1
- O=c1[nH]c2ccccc2c(O)c1O
 : 6	38	-1	-13	-23	15	-3	-4	16*
- Cc1cccc(CC2S/C(=N/N=C/c3ccco3)N(c3ccccc3)C2=O)c1 (stereo unspecified)
 : -1	-9	-10	17	-1	7	-1	-4	-3
- O=C(Nc1ccc(Br)cc1)Nc1ccccc1Cl
 : 3	2	-16	17	-17	16	2	0	1
- CC1Cc2ccccc2N1C(=O)CNc1cccc(S(=O)(=O)N2CCCC2)c1 (stereo unspecified)
 : 3	-10	-12	9	-24	6	8	1	-6
- CCc1c(C)sc(NC(=S)NC(C)C2CCCO2)c1C(=O)OC (stereo unspecified)
 : 3	0	-8	-13	-24	6	7	0	-8
- O=[N+]([O-])c1cnn(-c2nc(-c3ccccc3)cc(C(F)(F)F)n2)c1
 : 4	-9	0	-5	-21	4	7	0	-8
- CC1(C)CC(=O)C(C=NC2CCCCC2)=C(O)C1
 : -2	-1	-8	-8	-29	11	2	0	-7
- O=C(Nc1cccc(Cl)c1)Nc1cc(S(=O)(=O)N2CCOCC2)ccc1N1CCCC1
 : 0	5	-5	0	-3	4	2	-5	1
- CCO[C@H]1OC(C(=O)NCc2ccccc2)=C[C@@H](c2ccc(C(F)(F)F)cc2)[C@@H]1CCCO
 : -1	-13	-12	26	4	9	5	2	-14
- O=[N+]([O-])c1cc(Cl)ccc1-c1nc(-c2ccccc2)no1
 : -9	37	-6	27	4	6	6	4	-1

Records listed above printed as active in RBBP9 inh.
Structure | p97 inhibitor | TbHK1 inh | p47phox inh | Furin inh | RBBP9 inh
COC(=O)c1cc(NC(=S)N2CCN(C(=O)C3CCCO3)CC2)cc(C(=O)OC)c1 (stereo unspecified) | 0 | -11 | nt | -38 | 21*
CC1=NOC(=O)/C1=C\c1ccccc1 | 12 | -3 | 1 | -23 | 15*
O=c1[nH]c2ccccc2c(O)c1O | 6 | 38 | -1 | -23 | 16*

This is a subset; count on the stated rates, not on these rows.
